UTI89 phage lysis = inhibition of K1F phage lysis, E. coli UTI89, bacterial capsule biogenesis inhibitors, alamar blue (AID 488966); E. coli UTI89 K1F phage lysis, alamar blue, 2 h; higher % means a stronger effect; inhibition, % at 100 µM, or IC50 in µM where a hit was titrated; actives 0.02% (n = 340,000);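 active means phage lysis inhibition, versus mean bacterial control, above a set limit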;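 further: capsule biogenesis inhibitors block K1F phage lysis so surviving cells raise fluorescence; higher fluorescence means more inhibition of phage lysis; actives were called in the ten point dose series up to 300 µM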
GPR55 activation = GPR55 agonists via beta-arrestin recruitment, primary screen, imaging, U2OS cells, beta-arrestin-GFP redistribution (AID 1961). U2OS GPR55 beta-arrestin-GFP redistribution imaging; higher % means a stronger effect. activation, % at 10 µM; hits with a dose series show EC50 in µM. actives 0.048% (n = 290,000);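 active means activation above 40% with more than 50 cells counted in the well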;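 further: U2OS osteosarcoma cells stably expressing GPR55 and beta-arrestin-GFP; plate controls were DMSO negative control for no effect and LPI positive control for full effect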
HIV fusion peptide = inhibitors of HIV fusion peptide binding, primary screen, biochemical, uHTS, fluorescence dequenching (AID 1986); cell-free peptide binding, fluorescence dequenching, 30 min; higher % means a stronger effect; inhibition, % at 20 µM; hits with a dose series show IC50 in µM; actives 0.3% (n = 290,000); in the data active means inhibition mostly above about 52%, no sharp cut-off; inactive means mostly below about 76%; further: some results filed as inactive read as strong as hits
SIAH1 antagonists = Siah-1 peptide-binding antagonists, primary screen, biochemical, fluorescence polarization, rhodamine-plectin, uHTS (AID 1817). Siah-1 / rhodamine-plectin peptide fluorescence polarization; higher % means a stronger effect. one-dose displacement, % at 20 µM; IC50 in µM for titrated hits. actives 0.02% (n = 290,000);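 active means displacement of at least 50% at 20 µM, with a fluorescence ratio check between 0.3 and a set limit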;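 further: plate controls were Siah plus tracer with DMSO for no effect and tracer alone without Siah for full effect; strong numbers were not always called active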
NTR1 agonist = agonists of NTR1, primary screen, imaging, U2OS cells, beta-arrestin-GFP, high content (AID 493036). NTR1-U2OS beta-arrestin-GFP spot imaging, agonist mode. activation, % at 20 µM. actives 0.17% (n = 330,000);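 active means activation at or above 40% of the spot to cytoplasm intensity ratio, with at least 20 cells analyzed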;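 further: 0% = DMSO without peptide and 100% = 100 nM NTR1 peptide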
Target sequence (P30989 whole entry, looked up): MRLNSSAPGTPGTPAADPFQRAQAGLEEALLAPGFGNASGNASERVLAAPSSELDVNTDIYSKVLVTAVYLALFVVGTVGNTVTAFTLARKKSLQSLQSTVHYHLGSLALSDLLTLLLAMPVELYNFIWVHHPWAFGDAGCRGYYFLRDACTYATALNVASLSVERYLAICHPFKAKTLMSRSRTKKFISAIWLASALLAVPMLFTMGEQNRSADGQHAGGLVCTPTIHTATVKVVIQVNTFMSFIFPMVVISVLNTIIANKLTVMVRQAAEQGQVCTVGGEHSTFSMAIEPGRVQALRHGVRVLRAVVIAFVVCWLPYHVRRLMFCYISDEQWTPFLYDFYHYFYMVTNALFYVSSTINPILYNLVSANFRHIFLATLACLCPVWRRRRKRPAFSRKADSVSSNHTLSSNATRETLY
GPR35 arrestin U2OS = inhibition of zaprinast-stimulated GPR35 beta-arrestin translocation – imaging, U2OS, beta-arrestin-GFP, zaprinast agonist, primary screen (AID 2058) | inhibition, % at 10 µM; hits with a dose series show IC50 in µM | actives 0.052% (n = 290,000) | U2OS GPR35 beta-arrestin-GFP translocation imaging, zaprinast antagonism; higher % means a stronger effect;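 active means inhibition of at least 50% with at least 30 cells and total cytoplasm GFP at most 10,000,000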
AID2073 = disruptors of CaV2.2 binding to Mint1 – biochemical, HTRF (AID 2073); HTRF protein-protein interaction, Mint1-CaV2.2; higher % means a stronger effect; actives 0.19% (n = 290,000); inhibition, % at 20 µM, or IC50 in µM where a hit was titrated; in the data active means inhibition mostly above about 51%, no sharp cut-off; further: some results filed as inactive read as strong as hits
GPR55 antagonists = GPR55 antagonists blocking LPI-driven arrestin recruitment, primary screen, imaging, U2OS, beta-arrestin-GFP, LPI agonist (AID 2013) | U2OS GPR55 beta-arrestin-GFP translocation imaging, LPI antagonism; higher % means a stronger effect | actives 0.13% (n = 290,000) | inhibition, % at 10 µM, or IC50 in µM where a hit was titrated;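 active means spots per cell inhibited over 60%, with over 100 cells counted and total cytoplasm intensity under 500,000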;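 further: U2OS cells stably carrying GPR55 and arrestin-GFP stimulated by 5 µM LPI near EC80; imaged beta-arrestin-GFP aggregate spots per cell after agonist stimulation; plate controls were LPI-stimulated DMSO wells for no effect and DMSO wells without LPI for full effect; some results filed as inactive read as strong as hits; confirmed hits need IC50 under 10 µM and bright autofluorescent wells are also inconclusive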
Dengue-2 NS5 capping = Dengue-2 NS5 methyltransferase inhibitors, primary screen, biochemical, confirmation dose response (AID 588689); Dengue-2 NS5 methyltransferase capping enzyme assay, biochemical; higher % means a stronger effect; inhibition, % at 25 µM, or IC50 in µM where a hit was titrated; actives 0.3% (n = 340,000); in the data active means a potency from the dose series
NTR1 agonist cell count 20 µM = second read-out of NTR1 agonist, no call of its own (marks repeat the call); cell count; measured here: cell count, cytotoxicity flag
Dengue-2 NS5 capping pilot replicate = further read-out of Dengue-2 NS5 capping, marked with its call; inhibition, %; measured here: pilot screen replicate inhibition
* hit, by the source's call; i = inactive; . = not tested or not shown.

SMILES	UTI89 phage lysis	GPR55 activation	HIV fusion peptide	SIAH1 antagonists	NTR1 agonist	NTR1 agonist cell count 20 µM	GPR35 arrestin U2OS	AID2073	GPR55 antagonists	Dengue-2 NS5 capping	others
COc1ccc(C(=O)CC(SCC(NC(C)=O)C(=O)O)c2ccc(Cl)cc2)cc1OC (configuration not stated)	0.2%	-0.1%	-1.1%	0%	26	73	6%	7%	10%	-7%
COc1cc(NS(=O)(=O)c2c(C)[nH]c(C)c2C(=O)N2CCCC2)cc(OC)c1OC	0.3%	0.5%	-1.3%	1%	-0.9	72	0%	0%	-1%	4%
Cc1c(NC(=O)/C(C#N)=C/c2ccccc2)c(=O)n(-c2ccccc2)n1C	1.2%	0.1%	-1.5%	1%	0.2	55	-1%	-9%	1%	-5%
C=CCN1C2CCCC1CC(NC(=S)Nc1ccc(Cl)cc1)C2 (configuration not stated)	-0.4%	-0.1%	-0.5%	4%	-0.9	34	3%	-25%	15%	-11%
O=S(=O)(Nc1nc2ccccc2nc1N1CCN(c2ccccc2F)CC1)c1ccc(Cl)cc1	0.0%	0.4%	0.2%	1%	9.9	97	17%	11%	0%	27%
COC(=O)C1=C(COc2ccccc2)NC(=O)NC1c1ccc(Br)cc1 (configuration not stated)	0.7%	0.2%	-3.6%	-4%	8.2	95	-4%	0%	10%	3%
CCOC(=O)N1CCN(C(=O)c2ccc(Cn3c(=S)[nH]c4cc5c(cc4c3=O)OCO5)cc2)CC1	0.0%	-0.2%	-1.2%	-1%	3.3	76	9%	-25%	-4%	-3%
COc1ccccc1C(=O)NCCn1cc(SCC(=O)Nc2cc(C)on2)c2ccccc21	8.0%	-0.2%	-1.0%	-2%	4.3	67	12%	8%	8%	-1%
CCCOc1ccc(C(=O)N(Cc2cccs2)C2CCS(=O)(=O)C2)cc1 (configuration not stated)	0.0%	-0.1%	0.5%	-2%	0.4	70	-1%	8%	-18%	-1%
COc1ccccc1CNC(=O)CCC(=O)N1CC(C)Sc2ccccc21 (configuration not stated)	2.7%	0.4%	-1.3%	9%	-2.0	60	8%	-4%	-12%	-4%
O=C(NCC1COc2ccccc2O1)c1ccco1 (configuration not stated)	-0.7%	-0.2%	4.1%	4%	-0.5	44	5%	5%	20%	-1%
CC(C)NC(=O)Nc1ccc(Br)cc1Cl	0.0%	0.5%	1.2%	10%	1.5	76	-25%	8%	-8%	-9%
COc1ccc(C2c3[nH]c4ccccc4c3C[C@H]3C(=O)N(C4CCN(Cc5ccccc5)CC4)CC(=O)N23)cc1OC (some centres not stated)	0.3%	-0.1%	-1.9%	-4%	2.5	87	-2%	2%	9%	-6%
O=C(NCc1cccnc1)C1CCCN(S(=O)(=O)c2ccc(Br)cc2)C1 (configuration not stated)	0.2%	0.2%	1.3%	2%	1.0	60	-7%	0%	-4%	.
CCOC(=O)N1CCN(C(=O)CCl)CC1	0.3%	-0.2%	2.1%	0%	-0.9	50	6%	-4%	15%	-1%
Cc1ccc(C(=O)O/N=C(\N)c2ccccn2)c(C)c1	0.0%	-0.1%	0.3%	-2%	-0.3	54	-10%	1%	-8%	-10%
CCCCNC(=S)N(C)/N=C/c1c(F)c(F)c(F)c(F)c1F	1.8%	1.1%	0.9%	7%	8.6	61	6%	0%	22%	0%
COc1ccc2c(c1)-c1c(ssc1=S)C(C)(C)N2S(=O)(=O)c1ccc(C)cc1	5.2%	1.4%	8.6%	-9%	2.9	38	-10%	26%	-1%	1%
CS(=O)(=O)NCCSc1nnnn1-c1ccccc1	0.5%	-0.1%	0.2%	2%	0.1	42	0%	14%	6%	-1%
CC1(C)CC(=O)c2sc(NC(=O)CN3CCOCC3)nc2C1	2.5%	-0.1%	-2.1%	-2%	-0.2	62	-9%	0%	0%	-13%

As a short view, part of the list above.
SMILES	UTI89 phage lysis	GPR55 activation	HIV fusion peptide	SIAH1 antagonists	NTR1 agonist	NTR1 agonist cell count 20 µM	GPR35 arrestin U2OS	AID2073	GPR55 antagonists	Dengue-2 NS5 capping	others
O=C(NCC1COc2ccccc2O1)c1ccco1 (configuration not stated)	-0.7%	-0.2%	4.1%	4%	-0.5	44	5%	5%	20%	-1%
CC(C)NC(=O)Nc1ccc(Br)cc1Cl	0.0%	0.5%	1.2%	10%	1.5	76	-25%	8%	-8%	-9%
COc1ccc(C2c3[nH]c4ccccc4c3C[C@H]3C(=O)N(C4CCN(Cc5ccccc5)CC4)CC(=O)N23)cc1OC (some centres not stated)	0.3%	-0.1%	-1.9%	-4%	2.5	87	-2%	2%	9%	-6%
O=C(NCc1cccnc1)C1CCCN(S(=O)(=O)c2ccc(Br)cc2)C1 (configuration not stated)	0.2%	0.2%	1.3%	2%	1.0	60	-7%	0%	-4%	.
CCOC(=O)N1CCN(C(=O)CCl)CC1	0.3%	-0.2%	2.1%	0%	-0.9	50	6%	-4%	15%	-1%
Cc1ccc(C(=O)O/N=C(\N)c2ccccn2)c(C)c1	0.0%	-0.1%	0.3%	-2%	-0.3	54	-10%	1%	-8%	-10%
CCCCNC(=S)N(C)/N=C/c1c(F)c(F)c(F)c(F)c1F	1.8%	1.1%	0.9%	7%	8.6	61	6%	0%	22%	0%
COc1ccc2c(c1)-c1c(ssc1=S)C(C)(C)N2S(=O)(=O)c1ccc(C)cc1	5.2%	1.4%	8.6%	-9%	2.9	38	-10%	26%	-1%	1%
CS(=O)(=O)NCCSc1nnnn1-c1ccccc1	0.5%	-0.1%	0.2%	2%	0.1	42	0%	14%	6%	-1%
CC1(C)CC(=O)c2sc(NC(=O)CN3CCOCC3)nc2C1	2.5%	-0.1%	-2.1%	-2%	-0.2	62	-9%	0%	0%	-13%

Ordered by heavy-atom count (smallest number first): some entries from above.
SMILES	UTI89 phage lysis	GPR55 activation	HIV fusion peptide	SIAH1 antagonists	NTR1 agonist	NTR1 agonist cell count 20 µM	GPR35 arrestin U2OS	AID2073	GPR55 antagonists	Dengue-2 NS5 capping	others
O=C(NCC1COc2ccccc2O1)c1ccco1 (configuration not stated)	-0.7%	-0.2%	4.1%	4%	-0.5	44	5%	5%	20%	-1%
COC(=O)C1=C(COc2ccccc2)NC(=O)NC1c1ccc(Br)cc1 (configuration not stated)	0.7%	0.2%	-3.6%	-4%	8.2	95	-4%	0%	10%	3%
COc1cc(NS(=O)(=O)c2c(C)[nH]c(C)c2C(=O)N2CCCC2)cc(OC)c1OC	0.3%	0.5%	-1.3%	1%	-0.9	72	0%	0%	-1%	4%

(cont.)
SMILES	UTI89 phage lysis	GPR55 activation	HIV fusion peptide	SIAH1 antagonists	NTR1 agonist	NTR1 agonist cell count 20 µM	GPR35 arrestin U2OS	AID2073	GPR55 antagonists	Dengue-2 NS5 capping	others
O=C1CN(C(=O)COc2ccccc2F)c2ccccc2N1	1.4%	-0.2%	-2.0%	-3%	-0.7	59	16%	2%	-6%	-4%
CC1CC(=O)C2=C(C1)Nc1ccccc1SC2c1ccc(F)cc1 (configuration not stated)	0.6%	-0.3%	1.3%	-5%	2.3	85	5%	8%	13%	-1%
Cc1ccccc1NC(=O)c1sc2nc[nH]c(=O)c2c1C	i	0.6%	-3.6%	-2%	0.0	56	8%	1%	-10%	-5%
CCOc1ccccc1Nc1nc2ccc(C)cc2n2cnnc12	0.3%	-0.1%	-0.9%	-4%	7.9	95	16%	27%	2%	-8%
COc1cc(NC(=O)c2cc(C)on2)cc(OC)c1OC	-0.5%	-0.1%	2.1%	2%	2.2	86	-5%	-2%	-4%	0%
Cc1cc2ncn(S(=O)(=O)c3ccc(F)cc3)c2cc1C	-1.8%	-0.1%	1.8%	5%	0.9	69	18%	4%	4%	-6%
CC1CCCN(C(=O)CN2C(=O)c3ccccc3C2=O)C1 (configuration not stated)	1.2%	-0.1%	1.8%	4%	-0.7	61	18%	0%	9%	-5%	Dengue-2 NS5 capping pilot replicate=5.8
CC1CN(C(=S)NC(=O)c2ccc(Cl)cc2)CC(C)O1 (configuration not stated)	1.3%	-0.1%	-0.5%	8%	-0.8	66	-22%	-18%	9%	0%
COc1ccc(-c2c(=O)n(OCc3ccccc3[N+](=O)[O-])c3ccccc3[n+]2[O-])c(OC)c1	2.4%	-0.1%	-1.5%	-3%	0.9	47	-22%	2%	3%	-9%
COc1ccc(CCN2CC(C(=O)NCCc3ccccc3C(F)(F)F)CCC2=O)cc1 (configuration not stated)	0.2%	0.2%	1.4%	0%	-0.1	79	0%	-5%	4%	-5%
COc1ccc(N2CCN(S(=O)(=O)c3ccc4c(c3)N(C(C)=O)CCO4)CC2)cc1	0.0%	0.2%	-2.3%	-3%	1.4	59	10%	3%	-4%	-3%
COc1ccc(C2=NO[C@@H]3C(=O)N(Cc4ccccc4)C(=O)[C@H]23)cc1OC	5.3%	0.0%	-0.4%	-4%	0.9	64	-6%	-3%	-12%	-4%
OC1O[C@H](c2ccc3c(c2)OCO3)[C@H]2CO[C@H](c3ccc4c(c3)OCO4)[C@@H]12 (some centres not stated)	0.2%	-0.1%	-1.0%	2%	-5.7	50	5%	7%	-9%	-10%
Cc1oc(CC(C)C)cc1C(=O)Nc1cccc2ccccc12	0.3%	-0.1%	0.0%	3%	1.0	40	15%	33%	33%	-11%
Cc1cc(NC(=O)c2ccc(C#N)cc2)n(-c2ccccn2)n1	0.6%	1.4%	2.2%	-3%	3.1	53	3%	29%	12%	1%
O=C(NCc1ccco1)/C(=C/C=C\c1ccccc1)NC(=O)c1ccc(Br)o1	5.0%	-0.2%	-1.7%	-2%	0.6	62	11%	2%	4%	-2%
O=[N+]([O-])c1cccc(S(=O)(=O)N/N=C\c2ccc3c(c2)OCO3)c1	0.1%	-0.1%	-1.1%	-3%	0.3	67	12%	0%	8%	2%
CC(C)N(Cc1nc(-c2ccccc2)no1)C(=O)c1ccc2c(c1)OCO2	3.0%	0.5%	1.1%	4%	-0.4	45	5%	-3%	-2%	-7%
O=C(NNc1ccccc1[N+](=O)[O-])Nc1ccc(F)cc1F	0.9%	-0.1%	-1.7%	5%	0.8	54	-3%	-24%	6%	-3%
CC(C)C(NC(=O)C(c1ccccc1)c1ccccc1)c1nc2ccccc2[nH]1 (configuration not stated)	-0.1%	0.2%	1.2%	0%	2.0	53	-2%	-4%	-5%	-1%
